Source: PubChem
NTR1 agonist: NTR1-driven beta-arrestin-GFP spot formation – imaging, U2OS cells, high content, primary screen (AID 493036). agonist mode. actives 0.17% (n = 330,000). P30989. activation, % at 20 µM;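 active means activation at or above 40% of the spot to cytoplasm intensity ratio, with at least 20 cells analyzed; inconclusive means wells under 20 cells, flagged as cytotoxic or low count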;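 further: 0% = DMSO without peptide and 100% = 100 nM NTR1 peptide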
Target sequence (P30989 whole entry, looked up): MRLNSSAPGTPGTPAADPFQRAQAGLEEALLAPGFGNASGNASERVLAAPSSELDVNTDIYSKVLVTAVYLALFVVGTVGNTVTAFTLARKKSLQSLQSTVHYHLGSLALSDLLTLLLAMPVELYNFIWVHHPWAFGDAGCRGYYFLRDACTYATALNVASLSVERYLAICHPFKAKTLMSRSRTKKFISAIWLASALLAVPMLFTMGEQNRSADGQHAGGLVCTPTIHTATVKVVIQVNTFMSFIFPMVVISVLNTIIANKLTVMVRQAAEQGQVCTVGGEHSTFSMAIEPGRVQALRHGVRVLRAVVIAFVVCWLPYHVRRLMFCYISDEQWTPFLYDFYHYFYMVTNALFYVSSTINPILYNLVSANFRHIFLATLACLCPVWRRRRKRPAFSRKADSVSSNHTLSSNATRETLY
GPR55 LPI antagonism: inhibition of LPI-stimulated GPR55 beta-arrestin translocation – imaging, U2OS, beta-arrestin-GFP, LPI agonist, primary screen (AID 2013); U2OS GPR55 beta-arrestin-GFP translocation imaging, LPI antagonism; higher % means a stronger effect; inhibition, % at 10 µM, or IC50 in µM where a hit was titrated; actives 0.13% (n = 290,000);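 active means spots per cell inhibited over 60%, with over 100 cells counted and total cytoplasm intensity under 500,000; inconclusive means wells with under 100 cells, flagged as likely toxic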;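 further: U2OS cells stably carrying GPR55 and arrestin-GFP stimulated by 5 µM LPI near EC80; imaged beta-arrestin-GFP aggregate spots per cell after agonist stimulation; plate controls were LPI-stimulated DMSO wells for no effect and DMSO wells without LPI for full effect; some results filed as inactive read as strong as hits; confirmed hits need IC50 under 10 µM and bright autofluorescent wells are also inconclusive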
GPR35 arrestin U2OS: GPR35 antagonists blocking zaprinast-driven arrestin recruitment, primary screen, imaging, U2OS, beta-arrestin-GFP, zaprinast agonist (AID 2058). U2OS GPR35 beta-arrestin-GFP translocation imaging, zaprinast antagonism; higher % means a stronger effect. inhibition, % at 10 µM; hits with a dose series show IC50 in µM. actives 0.052% (n = 290,000);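 active means inhibition of at least 50% with at least 30 cells and total cytoplasm GFP at most 10,000,000; inconclusive means under 30 cells or total GFP of 10,000,000 plus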
KOR beta-arrestin-1: kappa opioid receptor activators – cell-based, luminescence, uHTS, primary screen (AID 1777). actives 0.02% (n = 280,000). KOR beta-arrestin recruitment, luminescence; higher % means a stronger effect. activation, % at 10 µM; hits with a dose series show EC50 in µM; in the data active means activation above about 50%, passing the limit was not always enough; further: a part of the inactive calls stands beside numbers as strong as those of hits
GPR55 activation: selective activators of receptor GPR55 – imaging, U2OS cells, beta-arrestin-GFP redistribution, primary screen (AID 1961) | U2OS GPR55 beta-arrestin-GFP redistribution imaging; higher % means a stronger effect | activation, % at 10 µM; hits with a dose series show EC50 in µM | actives 0.048% (n = 290,000);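 active means activation above 40% with more than 50 cells counted in the well; inconclusive means wells holding fewer than 50 cells, flagged as toxic or sparse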;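 further: U2OS osteosarcoma cells stably expressing GPR55 and beta-arrestin-GFP; plate controls were DMSO negative control for no effect and LPI positive control for full effect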
PhoP inhibition: inhibitors of PhoP regulon expression, primary screen, Salmonella Typhimurium, GFP reporter (AID 1863); one-dose inhibition, % at 50 µM; IC50 in µM for titrated hits; actives 0.16% (n = 300,000); S. Typhimurium PhoP-regulated promoter GFP reporter, 4 h; higher % means a stronger effect;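 active means inhibition over 29.93%, a cutoff 3 SD above the screen mean, later confirmed by dose response; inconclusive means inhibition over 29.93% but no dose response follow-up; inactive means inhibition at most 29.93% or unconfirmed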;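 further: 0% = low Mg2+ inducing control and 100% = high Mg2+ repressing control; strong numbers were not always called active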
KOR beta-arrestin-2: KOR antagonists, beta-arrestin recruitment, cell-based, luminescence, uHTS (AID 1778); KOR beta-arrestin recruitment, luminescence, antagonist mode; higher % means a stronger effect; inhibition, % at 10 µM, or IC50 in µM where a hit was titrated; actives 0.091% (n = 290,000); in the data active means inhibition above about 50%; further: strong numbers were not always called active
West Nile antiviral: inhibition of WNV-induced cytopathic effect – cell-based, CPE readout (AID 1621); West Nile virus-infected cells, CPE inhibition; higher % means a stronger effect; CPE inhibition, % at 10 µM; hits with a dose series show IC50 in µM; actives 0.02% (n = 290,000); in the data active means a potency from the dose series; inconclusive means CPE inhibition mostly from about 3.7% at the one dose, without a potency; inactive means the rest, 99 in 100 with CPE inhibition below about 2.2%; further: strong numbers were not always called active
T cell modulator: T cell immune modulation candidate; AID 2052; calls only at 7 µM; actives 0.068% (n = 330,000); 2C CD8+ T cell-vesicle binding, flow cytometry; hits give low values;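 active means response, share of CD8 T cells binding vesicles, and their 90th percentile fluorescence all below set limits, cut at about 80% in these data, passing the limit was not always enough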
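Benchmarks: naked versus QL9-loaded vesicles / Assay system: purified 2C TCR transgenic mouse naive CD8+ T cells / Technique: high-throughput flow cytometry with anti-B7-1 and anti-CD8 staining / Timing: Cell–vesicle co-incubation 1.5 h at 37 °C, staining 20 min on ice / Read-out: percent CD8+ FL2 mean versus row control / Probe or stimulus: QL9-loaded Drosophila micro-vesicles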
T cell modulator vesicle-bound %: second read-out of T cell modulator, no call of its own (marks repeat the call); double positive events, %; measured here: CD8+ vesicle-bound cell fraction;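 binding gate set so that unloaded-vesicle control wells show 10% double positive cells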
NTR1 agonist cell count 20 µM: also measured in NTR1 agonist; calls as there; cell count; measured here: cell count, cytotoxicity flag
Starred values were filed as active, the others as inactive; i = inactive; ? = inconclusive; . = not tested or not shown; [ ] = dose if it differs, or a comment. The list is partial; count on the stated rates, not on these rows.

SMILES | NTR1 agonist | NTR1 agonist cell count 20 µM | GPR55 LPI antagonism | GPR35 arrestin U2OS | KOR beta-arrestin-1 | GPR55 activation | PhoP inhibition | KOR beta-arrestin-2 | West Nile antiviral | T cell modulator | T cell modulator vesicle-bound %
O=C1N(c2cccc(Cl)c2)C(c2cccnc2)N2CCCN12 (stereo not drawn) | 0.1 | 45 | -3% | -10% | 3.0% | -0.7% | -8% | -23% | -0.2% | i | 34
O=C(CN1CCOCC1)c1ccc(Br)cc1 | -0.1 | 103 | 1% | -2% | -2.3% | -0.1% | -1% | 29% | 1.2% | i | 23
CC(C)c1ccc(N2C(=O)NC(=O)/C(=C\c3cnc(-c4ccccc4)nc3)C2=O)cc1 | -1.2 | 50 | -7% | 6% | 3.8% | 1.1% | -8% | -46% | 0.4% | i | 22
CC1SC2(CN3CCC2CC3)NC1=O (stereo not drawn) | 0.3 | 60 | 13% | 6% | 21% | -0.3% | -8% | 10% | 0.0% | i | 60
CC(O)CNc1ccc([N+](=O)[O-])c2cccnc12 (stereo not drawn) | 0.8 | 80 | -9% | 14% | 8.9% | 0.6% | 20% | -21% | -0.1% | i | 50
COc1cc2c(cc1OC)-c1c(OC)c(OC)cc3c1[C@H](C2)[N+](C)(C)CC3 | 2.8 | 54 | -12% | -5% | 4.1% | -0.1% | 2% | -3% | -0.1% | i | 36
COc1cc2c(cc1OC)C(c1c(O)n(CCc3ccccc3)c(=S)[nH]c1=O)NCC2 (stereo not drawn) | -0.2 | 46 | 5% | 6% | -1.9% | -0.2% | -10% | 17% | -0.2% | i | 27
Cc1ccc(CCN2CC(C(=O)N3CCC4(CC3)OCCO4)CC2=O)cc1 (stereo not drawn) | -0.5 | 40 | -2% | 5% | 2.9% | -0.1% | -13% | -38% | 1.2% | i | 60
CCN1C(=O)N(CC)C(=O)C2(Cc3ccccc3N3CCN(c4ccccc4)CC32)C1=O (stereo not drawn) | 0.7 | 47 | 3% | 16% | 2.7% | -0.1% | -3% | 1% | 0.1% | i | 17
CCCC(C)n1[nH]c(=O)c2c1NC(=O)CSC2c1ccc(OC)cc1 (stereo not drawn) | 2.8 | 56 | 13% | 7% | 0.9% | -0.1% | 2% | -26% | 0.1% | i | 42
COC(=O)C(O)(c1ccc(NC(=O)NC2CCCCC2)cc1)C(F)(F)F (stereo not drawn) | -0.2 | 39 | 16% | 12% | -1.0% | 0.1% | 1% | -8% | -0.6% | i | 48
Cn1cc(CCC(=O)N2CCC3(CC2)OCCO3)c2ccccc21 | -0.6 | 45 | 4% | 20% | -1.4% | -0.1% | -17% | -8% | 0.1% | i | 60
COC(=O)N(c1ccc(OC)cc1)P1(=S)OCCC(C)O1 (stereo not drawn) | 0.1 | 54 | 14% | -11% | -0.1% | 0.1% | -3% | 5% | 0.3% | i | 18
CN1/C(=C\C=C2C(=O)NC(=O)NC2=O)C(C)(C)c2ccccc21 | -0.4 | 45 | 21% | 2% | -5.0% | 0.4% | -29% | 23% | 0.8% | i | 24
Cc1cc(C=O)c(C)n1C1CCCCC1 | 1.5 | 61 | 0% | -4% | -0.7% | -0.1% | -1% | -10% | 0.1% | i | 39
COc1ccc(O)c(C(C)(C)C)c1 | 0.1 | 67 | 4% | 18% | -3.4% | 1.0% | -2% | 2% | 0.1% | i | 32
CCOC(=O)CC1=C(C(=O)OCC)C2(C(=O)Nc3ccccc32)C(C#N)=C(N)O1 (stereo not drawn) | 0.3 | 96 | 10% | -1% | -2.1% | 0.0% | -10% | 2% | 0.0% | i | 14
Cc1ccc(-n2c(O)c(C=NCCN3CCNCC3)c(=O)[nH]c2=S)cc1 | 1.7 | 75 | -2% | 0% | -5.0% | 0.3% | 0% | 4% | -0.5% | i | 46
CCOP(=O)(OCC)C(NC(=O)c1ccc(Cl)cc1)=C(Cl)Cl | 0.7 | 35 | 5% | 9% | 8.9% | -0.1% | 28% | 16% | -0.1% | i | 24
COCCCn1c(N)c(C(=O)OCCOC)c2nc3ccccc3nc21 | -0.7 | 49 | 2% | 13% | -2.1% | -0.1% | 12% | -3% | -0.1% | i | 31
COc1ccc(-n2c(O)c(C(C)=NCc3ccc4c(c3)OCO4)c(=O)[nH]c2=O)cc1 | -1.1 | 47 | 1% | 1% | 1.8% | -0.3% | 1% | -5% | -0.4% | i | 32
c1ccc(C(OCCN2CCNCC2)c2ccccc2)cc1 | -1.1 | 65 | -12% | 5% | -0.7% | -0.2% | 0% | -11% | 0.0% | i | 15
CCCN(CCC)C1CCc2cccc(O)c2C1 (stereo not drawn) | 2.0 | 56 | . | . | . | . | -1% | . | -0.1% | i | 47
C[N+](C)(C)Cc1ccccc1 | 1.2 | 70 | -3% | 4% | -2.1% | 0.7% | 2% | -14% | -0.3% | i | 64
O=c1[nH]c(=O)n(CCc2ccccc2)c(O)c1/C=N/N1CCOCC1 | 0.2 | 42 | 3% | -3% | -0.8% | -0.1% | -2% | 23% | 0.1% | i | 20
SMILES | NTR1 agonist | NTR1 agonist cell count 20 µM | GPR55 LPI antagonism | GPR35 arrestin U2OS | KOR beta-arrestin-1 | GPR55 activation | PhoP inhibition | KOR beta-arrestin-2 | West Nile antiviral | T cell modulator | T cell modulator vesicle-bound %
Cc1cc(OC(C)C(=O)NCc2ccncc2)c2c3c(c(=O)oc2c1)CCC3 (stereo not drawn) | 0.5 | 58 | 4% | -2% | 0.7% | 0.2% | -8% | 2% | -0.2% | i | 60
COc1ccc(CCNC(=O)c2c(N)n(CCN3CCOCC3)c3nc4ccccc4nc23)cc1OC | 6.5 | 64 | 7% | 0% | -4.7% | 0.5% | -8% | -1% | -0.5% | i | 31
CC/C(=N\NC(=O)c1ccccc1O)c1c(O)n(Cc2ccccc2)c(=O)[nH]c1=O | -3.1 | 68 | 5% | 15% | -4.4% | 0.2% | -4% | -18% | 0.9% | i | 36
O=C(Nc1ccccc1F)OC1CN2CCC1CC2 (stereo not drawn) | 0.2 | 54 | 8% | -4% | -1.8% | 0.2% | 10% | 7% | -0.2% | i | 26
Nc1ccc(Cl)cc1C(=O)c1ccccc1Cl | -1.9 | 51 | 11% | -1% | -2.4% | 0.5% | -1% | . | -0.9% | i | 38
C=CCn1c(O)c(C(C)=NCCO)c(=O)[nH]c1=O | -2.0 | 60 | 24% | 10% | -3.0% | -0.1% | -7% | 22% | 0.7% | i | 55
O=C(Nc1ccc(OC(=O)N2CCCC2)cc1)N1CCOCC1 | -0.9 | 53 | -2% | -1% | -3.9% | -0.5% | -19% | -6% | 0.4% | i | 24
CCCn1c(C)cc(C=O)c1C | 1.0 | 60 | -4% | -4% | -0.3% | -0.3% | 2% | 1% | -0.3% | i | 43
CC1CN=C(NCc2ccc(F)cc2)S1 (stereo not drawn) | -2.4 | 93 | 9% | 4% | -1.5% | 0.1% | -5% | -4%[20 µM] | -0.6% | i | 63
Cc1cc(C)nc(NS(=O)(=O)c2ccc(N=Cc3c(O)n(C)c(=O)n(C)c3=O)cc2)n1 | 4.7 | 43 | 15% | -14% | -2.9% | 0.2% | -9% | -32%[20 µM] | 0.4% | i | 46
C=CCn1c(O)c(C(C)=NC(C)c2ccccc2)c(=O)[nH]c1=O (stereo not drawn) | -0.6 | 57 | -11% | -12% | 2.6% | 0.0% | 2% | 21% | 0.3% | i | 56
CCN1CCN(C(=O)Cc2coc3cc(C)cc(C)c23)CC1 | 0.4 | 56 | -8% | 11% | 0.0% | -0.2% | -16% | -22% | -0.3% | i | 26
C=CCn1c(O)c(C(C)=Nc2cccc(C(=O)O)c2)c(=O)[nH]c1=O | -1.4 | 65 | 0% | 14% | -1.2% | -0.1% | -3% | -5% | 0.6% | i | 51
COc1ccccc1Sc1ccccc1CC(C)N (stereo not drawn) | -1.8 | 57 | 0% | -7% | 4.2% | 0.1% | -9% | -31% | -1.1% | i | 32
CN1OC[C@@H]2COc3ccc4ccccc4c3[C@@H]21 | 1.7 | 40 | 15% | -10% | -7.7% | 0.2% | 6% | 6% | 0.6% | i | 45
O=C(Nc1ccc(Cl)cc1C(=O)c1ccccc1)c1ccccc1 | 4.3 | 44 | 22% | -4% | 5.7% | -0.2% | -4% | -7% | . | i | 53
O=c1c2ccccc2[nH]c(=S)n1-c1ccc(Br)cc1 | 3.6 | 50 | -6% | 19% | 2.0% | 0.3% | -1% | -5% | 0.0% | i | 13
Cc1cc(=O)oc2cc3c(cc12)CCCN3 | -1.0 | 56 | 11% | 1% | -0.8% | 0.9% | -2% | 11% | -0.3% | i | 28
COC(=O)c1ccccc1OP1(=O)COc2ccccc2OC1 | 3.3 | 94 | 2% | 19% | 1.2% | -0.2% | 9% | 5% | 0.0% | i | 42
N#CC1=C(N)Oc2c(c(=O)oc3ccccc23)C1c1ccccc1OC(=O)c1cccs1 (stereo not drawn) | 4.3 | 54 | -6% | -9% | 1.5% | 0.2% | 2% | -44% | -0.6% | i | 3
O=C(NC1CN2CCC1CC2)c1ccc(-c2ccc([N+](=O)[O-])cc2)o1 (stereo not drawn) | 0.9 | 30 | -8% | -3% | 2.6% | 0.1% | 11% | -32% | ? | i | 44
CC12CC[C@H]3[C@@H](CCC4(O)C[C@H](O)CCC34/C=N/NC(=O)c3ccccc3Cl)C1(O)CCC2C1=CC(=O)OC1 (stereo partly drawn) | -1.2 | 51 | 6% | -3% | 2.1% | 0.0% | -9% | 1% | 0.2% | i | 6
COc1ccc(CN2C(=O)CC(=O)NC2=O)cc1 | -1.5 | 75 | 0% | 6% | -4.6% | 0.1% | 2% | -3% | 0.8% | i | .

Some entries already given, showing only PhoP inhibition.
Compound | PhoP inhibition
CCOP(=O)(OCC)C(NC(=O)c1ccc(Cl)cc1)=C(Cl)Cl | 28%
COCCCn1c(N)c(C(=O)OCCOC)c2nc3ccccc3nc21 | 12%
